Screening results (PubChem)
eIF4E-4G inh = inhibitors of eIF4E and eIF4G interaction in translation initiation. 220,000 compounds, 0.37% hits. TR-FRET eIF4E-eIF4GI(517-606) binding, 2 h. AID 782. P63073+Q04637. inhibition, % at 21.7 µM;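 active = inhibition above about 30%, limit read from the data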;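 note: 0% = full FRET control wells and 100% = background wells lacking eIF4GI fragment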
EBV gp42 inh = blocks Epstein-Barr virus glycoprotein 42 binding | AID 1085 | 220,000 compounds, 0.42% hits | Fluorescence polarization binding assay, mP read-out | inhibition, % (tested at 21.74 µM); in the data active = inhibition above about 50%
Target sequence (Q1HVG2 whole entry, looked up): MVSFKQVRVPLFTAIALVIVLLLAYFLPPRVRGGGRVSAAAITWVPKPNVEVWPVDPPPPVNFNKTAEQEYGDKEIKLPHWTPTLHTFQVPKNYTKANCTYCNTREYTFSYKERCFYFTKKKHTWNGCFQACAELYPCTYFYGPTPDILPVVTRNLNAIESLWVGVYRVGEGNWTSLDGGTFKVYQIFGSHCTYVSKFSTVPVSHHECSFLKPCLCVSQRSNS
TNF death inh = blocks TNF-alpha induced death of Jurkat FADD-/- cells; Jurkat FADD-/- TNF necroptosis rescue, ATP luminescence, 24 h; 0 = TNF only, 100 = no-TNF cells; activation (protection from cell death), % at 10 µM; 220,000 compounds, 0.068% hits; AID 463075;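 active = activation, meaning protection from cell death, of at least 50% relative to plate controls; inactive = activation below 50%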;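 note: necroptosis triggered by 40 ng/mL TNF-alpha added together with compound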
m-calpain inh = inhibitors of pig calpain II | purified calpain II, fluorogenic peptide substrate, 30 min | inhibition, % at 16 µM | 220,000 compounds, 0.37% hits;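 active = inhibition above about 50%, limit read from the data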
zVAD death inh = L929 zVAD cell death inhibition; 220,000 compounds, 0.38% hits; AID 1377; viability rescue, % at 10 µM; L929 zVAD necroptosis rescue, ATP luminescence, 24 h; with zVAD 60 µM;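 active = activation, scaled between plate controls, above about 75%, limit read from the data; inactive = activation under that limit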;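 note: 0% = zVAD with DMSO and 100% = DMSO alone without zVAD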
Rad51 HR inh = Rad51 (human) homologous recombination inhibition; Q06609; hRad51 DNA strand exchange, fluorescence dequenching; inhibition, % at 10 µM; 200,000 compounds, 0.085% hits;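 active = inhibition above 40% at the single screening dose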;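 note: 0% = DMSO control wells and 100% = blanks with heterologous ssDNA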
Target sequence (Q06609 whole entry, looked up): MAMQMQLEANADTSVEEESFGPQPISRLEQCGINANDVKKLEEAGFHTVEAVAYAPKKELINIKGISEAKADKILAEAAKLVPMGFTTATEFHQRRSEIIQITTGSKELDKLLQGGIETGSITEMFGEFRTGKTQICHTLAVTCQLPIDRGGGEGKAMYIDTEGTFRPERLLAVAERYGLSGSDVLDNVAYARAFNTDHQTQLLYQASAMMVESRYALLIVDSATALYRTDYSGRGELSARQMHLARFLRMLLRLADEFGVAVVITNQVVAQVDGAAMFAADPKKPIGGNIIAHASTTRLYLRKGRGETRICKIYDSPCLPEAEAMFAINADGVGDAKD
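Material: hRad51 filaments on single-stranded DNA; Reagent: Donor/quencher-labelled 47-bp dsDNA substrate; Compound: 10 µM final, single point; Schedule: 37 °C 15-min filament assembly, 30-min compound preincubation, 15-min exchange; Technique: FRET fluorescence, excitation 485 nm, emission 520 nm; Benchmarks: control wells and blank wells on each plate.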
Mdm2 ligase inh = inhibitors of human Mdm2 E3 ubiquitin ligase | 210,000 compounds, 0.11% hits | Q00987 | signal enhancement, % at 5 µM | cell-based MDM2 ubiquitination luciferase reporter, 2 h; 0 = plate control, 100 = twice control, blank-subtracted | AID 1230;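 active = signal enhancement of 30% or more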;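 note: luminescence tracks abundance of the self-degrading MDM2-luciferase fusion protein; higher signal means inhibition of MDM2 E3 ligase activity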
Target sequence (Q00987 whole entry, looked up, the tested form may be a part): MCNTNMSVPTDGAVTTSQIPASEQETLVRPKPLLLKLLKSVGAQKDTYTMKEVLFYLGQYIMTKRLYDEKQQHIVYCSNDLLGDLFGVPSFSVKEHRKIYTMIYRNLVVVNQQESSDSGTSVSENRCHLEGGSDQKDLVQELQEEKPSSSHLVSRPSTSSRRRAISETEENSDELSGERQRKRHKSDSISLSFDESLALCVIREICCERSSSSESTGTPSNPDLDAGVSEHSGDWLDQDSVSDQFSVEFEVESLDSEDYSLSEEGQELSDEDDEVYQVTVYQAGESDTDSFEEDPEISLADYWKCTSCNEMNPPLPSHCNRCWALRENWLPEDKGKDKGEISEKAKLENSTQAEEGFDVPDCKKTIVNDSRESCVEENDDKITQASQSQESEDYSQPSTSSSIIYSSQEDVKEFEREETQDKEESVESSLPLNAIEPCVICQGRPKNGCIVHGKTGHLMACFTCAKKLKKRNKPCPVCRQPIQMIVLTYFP
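system = mammalian cells stably expressing self-ubiquitinating, self-degrading MDM2 E3–luciferase fusion | quantity = 2000 cells per well seeded | incubation = 4 h cell settling then 2 h compound exposure, 37 °C | signal = SteadyLite luminescence, 15 min reagent step | benchmarks = plate control and blank wells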
KCC2 mod = modulates chloride dependent transport by human KCC2 | AID 1456 | B-score of Tl+ flux slope (higher = more flux/activation; lower = inhibition) at 10 µM | KCC2 cells, thallium flux FluoZin-2 fluorescence | 190,000 compounds, 2.2% hits;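 active = thallium flux slope and its plate-corrected score both differing from the plate sample mean at a set confidence after two filtering rounds, in either direction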;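 note: slope of fluorescence scaled to starting intensity during 10 to 20 s after thallium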
PERK inh = human PERK inhibition, primary cell-based screen | 220,000 compounds, 0.17% hits | CHO PERK-DD fusion, SEAP luminescence translation reporter | AID 1416 | inhibition, % at 5.6 µM | Q9NZJ5;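 active = inhibition above the mean inhibition of all tested compounds plus 3 SD, set separately per screening campaign, cut at about 2.9% in these data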;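 note: PERK kinase domain activated by AP20187 dimerizer at 100 nM; 0% = DMSO with dimerizer and 100% = rapamycin at 8.4 µM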
The depositor's hits bear a star; nt = no result given; [ ] = remark or other dose.

SMILES	eIF4E-4G inh	EBV gp42 inh	TNF death inh	m-calpain inh	zVAD death inh	Rad51 HR inh	Mdm2 ligase inh	KCC2 mod	PERK inh
CC1Oc2ccccc2OC1(O)c1ccc2ccccc2n1 (configuration not stated)	1	9	1.0	-3	0.4	nt	-8	-0.43	0.0
CCOC(=O)CSc1cc(=O)n(C)c2cc(Cl)ccc12	0	-14	0.5	-7	2.2	nt	-1	-0.2	0.1
COC(=O)c1nc2n(n1)C(c1ccc(OC)c(OC)c1)C(C(=O)OC1CCCCC1)=C(C)N2 (configuration not stated)	nt	4	-7.2	17	-0.2	-6	-6	-0.099	-0.5
CS(=O)(=O)N(CC(=O)NCc1ccncc1)c1ccc(F)c(Cl)c1	-3	-6	0.5	-17	0.8	27	-12	nt	1.8
CCOc1ccc(OCC)c(NC(=O)C2CCCN(S(=O)(=O)c3c(C)noc3C)C2)c1 (configuration not stated)	0	6	0.0	19	0.5	-4	-16	-0.04	0.7
CN(/N=C/c1ccc(Br)o1)C1=NS(=O)(=O)c2ccccc21	-6	-9	0.3	-200	3.9	0	-4	0.39	0.6
CCc1nnc(N/N=C/c2ccc(-c3ccc([N+](=O)[O-])cc3)o2)n1N	1	-10	0.1	24	-0.4	nt	-2	0.016	1.1
O=C(Nc1ccccc1F)c1ccccc1-c1ccccc1	5[fluorescence artefact?]	-3	-0.4	-3	0.1	-9	-10	-0.16	-0.4
COc1ccc(OC)c(NC(=O)C2CCN(c3ncccn3)CC2)c1	10[fluorescence artefact?]	-5	-0.7	-10	0.1	-10	3	0.43	-1.4
Cc1ccc(NC(=O)CSc2nc(O)cc(=O)n2C)cc1	-4	-2	-2.6	10	0.1	17	20	0.34	0.3
Cc1nnc(SCc2ccccc2Cl)n(N)c1=O	-2	3	0.6	-8	1.4	2	-12	-0.02	0.4
O=C(COC(=O)c1ccc(F)cc1F)Nc1ncccn1	20	18	1.4	-60	0.5	nt	-5	-0.043	0.6
O=C(NCc1ccccc1)c1noc2c1CCCC2	5	0	7.3	-2	2.2	0	-5	0.8	-0.4
FC(F)(F)c1cccc(NC(=S)N2CCN(c3cccc(C(F)(F)F)c3)CC2)c1	1[fluorescence artefact?]	5	-9.3	-5	0.2	0	-5	0.67	0.6
CN(C)c1ccc(NC(=O)c2cn(-c3ccccc3)nc2-c2cccs2)cc1	-7	0	2.1	-39	0.4	-9	-20	-0.39	0.1
Cn1ncc([N+](=O)[O-])c1C(=O)Nc1ccc(C2CCCCC2)cc1	1	14	1.2	24	-1.0	-3	2	-2	1.0
CCOC(=O)C1=NN(c2ccccc2)C(=O)/C1=C\c1ccc(N(C)C)cc1	-4	-19	-5.2	20	0.2	-1	-12	nt	0.9
O=C(CSc1ccc(-c2ccccn2)nn1)NC1CCCCC1	2	-1	0.3	10	-0.3	4	-8	-0.49	1.1
O=C(Cc1cccs1)NCCc1cn2ccccc2n1	1	-15	0.5	-5	0.1	5	7	-0.01	0.9
COc1cc(C(F)(F)F)nc2ccc(C#CCOC(=O)Nc3ccccc3)cc12	-5	-1	2.1	-26	1.4	13	-7	-0.12	-1.3
CS(=O)(=O)N(CC(=O)N1CCN(Cc2ccccc2)CC1)C1CCCCC1	-8	-14	-1.1	-2	-0.1	-2	-11	-0.21	0.4
CCNC(=S)N1CCN(c2cccc(C(F)(F)F)c2)CC1	-9[fluorescence artefact?]	-4	-1.0	17	0.4	12	-6	-1.3	0.4
CCOc1ccccc1N1C(=O)CC(Nc2ccc(N3CCOCC3)cc2)C1=O (configuration not stated)	-1	-15	-2.3	-2	0.0	7	-21	0.099	0.3
Cn1nc([N+](=O)[O-])nc1S(C)(=O)=O	10	12	32	-2	20	9	-4	0.51	0.0
O=C(NCc1ccco1)c1cc(-c2ccncc2)nc2ccccc12	2[fluorescence artefact?]	-13	-1.5	7	0.2	-5	-16	-1.4	-1.2
CC1=NN(c2nc(-c3ccc(Cl)cc3)cs2)C(=O)C1	4	2	-2.8	-42	0.0	0	-9	-0.57	-0.6
CC(=O)Nc1ccc(S(=O)(=O)N(C)CC(=O)NC2=NCCS2)cc1	-13[fluorescence artefact?]	-46	0.4	15	2.9	-2	-12	0.56	1.6
COc1ccc(/C(N)=N/OC(=O)Cc2ccc(C)cc2)cc1	1[fluorescence artefact?]	-2	1.4	-6	0.6	nt	-2	-0.065	0.5
C[C@]12CCC3c4ccc(OCC(=O)O)cc4CCC3C1CCC2=O (some centres not stated)	-7	-2	2.7	0	0.9	22	nt	nt	-0.4
C#CCn1cc(/C=N/Nc2nc3ccccc3[nH]2)c2ccccc21	-3[fluorescence artefact?]	14	15	-14	62	nt	-15	-0.3	-1.6
CC(=O)Nc1ccc(NC(=O)CSc2ccc(-c3cccs3)nn2)cc1	0	-1	1.5	-16	3.1	0	-2	1.9	0.8
C=C(C)C1CC=C(C)/C(=N/NC(=O)CNc2ccc(OCC)cc2)C1 (configuration not stated)	-9	-5	-5.7	-56	-0.1	3	-6	-0.21	-0.1
CCc1sc(C(=O)Nc2cc(Cl)ccc2N2CCCCC2)cc1C	5	-6	-0.4	5	-0.2	0	-3	-1.7	0.5
Cc1ccc(NC(=S)NC(NC(=O)C(C)(C)C)C(Cl)(Cl)Cl)c(C)c1 (configuration not stated)	3	-14	-4.1	3	0.0	-2	-5	nt	1.2
Cc1cccc(OCC(=O)Nc2ccc3c(c2)nc(CCN2CCN(C)CC2)n3C)c1	-16[fluorescence artefact?]	2	-0.9	4	0.0	-7	-12	nt	-2.2
CC(=O)Nc1ccc(NC(=O)COC(=O)C2c3ccccc3Oc3ccccc32)cc1	2	0	-1.5	5	-0.1	30	-20	0.49	0.0
C[N+](C)(C)CCCN1C(=O)CCCC1=O	3	-35	-3.1	-24	0.3	4	-19	nt	0.7
CN1CCN(Cc2c(O)ccc3c(=O)c(Oc4ccccc4Cl)c(C(F)(F)F)oc23)CC1	-3	-3	1.0	-33	-0.8	-1	-10	1.2	0.5
CC(C)(CCl)C(=O)Nc1ccc(OC(F)(F)F)cc1	-3	61*	2.6	-12	-0.3	3	-5	0.78	1.2
Cc1cc(C)c2c(N)c(C(=O)NN3CC(=O)N(c4ccccc4)CC3=O)sc2n1	-5	-6	7.1	-318	1.4	1	-14	1.3	1.6
CC(C)S(=O)(=O)c1cnc(N2CCOCC2)nc1N	-6	-13	0.2	-2	-0.7	8	-11	-0.39	0.0
CCc1nnc(NC(=O)OCc2ccccc2)s1	-3	-6	-2.6	-17	-0.6	4	-8	1.3	1.2
CCNC(=S)N/N=C/c1ccc(OCC(=O)Nc2ccc(C)cc2)cc1	-5	-7	-7.3	14	0.1	-4	0	0.32	-0.1
Cc1cccc(C(=O)NC(=S)Nc2ccc(S(=O)(=O)N3CCN(C)CC3)cc2)c1	1	5	1.9	-3	0.1	5	-13	0.72	-1.1
O=C(N/N=C1/CC2C=CCC12)c1ccc(Br)o1 (configuration not stated)	2	-14	2.8	-6	1.0	nt	-7	0.89	0.3
O=C(O)[C@@H]1CCCN1c1ncnc2sc3c(c12)CCC3	-2	-25	-3.8	-13	0.0	34	-5	-0.0078	0.2
C=CCN(CC=C)C(=O)C[n+]1ccc(C(N)=O)cc1	2	-10	-2.0	-16	-0.1	nt	-6	0.98	2.3
Clc1cccc(C2=NOC(c3nnc(-c4ccccc4)o3)C2)c1 (configuration not stated)	0	-1	1.5	-9	0.1	7	14	-0.29	nt
CCn1cc(/C=C2\SC(=O)N(CC(=O)Nc3ccc4c(c3)OCO4)C2=O)c2ccccc21	-10	-14	-2.2	-10	-0.1	-13	-21	nt	0.7
Cc1ccsc1/C=N/NC(=O)Nc1ccccc1	-4	-7	0.6	-8	17	5	-14	0.025	-0.1

Three entries drawn at random from the list so far, as already listed:
SMILES	eIF4E-4G inh	EBV gp42 inh	TNF death inh	m-calpain inh	zVAD death inh	Rad51 HR inh	Mdm2 ligase inh	KCC2 mod	PERK inh
Cc1cccc(C(=O)NC(=S)Nc2ccc(S(=O)(=O)N3CCN(C)CC3)cc2)c1	1	5	1.9	-3	0.1	5	-13	0.72	-1.1
CC(C)S(=O)(=O)c1cnc(N2CCOCC2)nc1N	-6	-13	0.2	-2	-0.7	8	-11	-0.39	0.0
O=C(O)[C@@H]1CCCN1c1ncnc2sc3c(c12)CCC3	-2	-25	-3.8	-13	0.0	34	-5	-0.0078	0.2

The results go on.
SMILES	eIF4E-4G inh	EBV gp42 inh	TNF death inh	m-calpain inh	zVAD death inh	Rad51 HR inh	Mdm2 ligase inh	KCC2 mod	PERK inh
O=C(CNc1cccc(C(F)(F)F)c1)N/N=C/c1cccc(Br)c1	3	2	1.5	8	1.9	6	-10	-0.28	0.4
N=c1c(C(=O)NC2CCCC2)cc2c(=O)n3ccccc3nc2n1CCN1CCOCC1	0	-19	-0.7	-281	-0.4	-11	-6	nt	-1.6
CC(C)(C)C1CCc2sc(-c3nnc(CCl)o3)cc2C1 (configuration not stated)	1	-18	-14	22	-0.7	-1	1	0.5	0.1
CC1=CC2=NC(=O)/C(=C\c3cccn3CCOc3cc(C)ccc3C)C(=N)N2O1	-6	-34	0.4	18	0.0	nt	-1	-0.79	-0.6
COc1ccc(NS(=O)(=O)c2cn(C)cn2)cc1	2	-2	0.0	2	0.1	21	-5	-0.1	2.0
CCOc1ccc(NS(=O)(=O)c2ccc(C)c(C(N)=O)c2)cc1	1	-17	-0.7	14	1.5	3	-7	-0.28	0.3
N#Cc1c2c(c(NCCN3CCOCC3)n3c1nc1ccccc13)CCCC2	4	-11	-1.2	-124	-0.4	2	-4	-1.4	-0.9
CCCNC(=O)c1ccc(C2SCC(=O)N2CCc2ccccc2)cc1 (configuration not stated)	16[fluorescence artefact?]	-7	2.0	0	0.4	4	1	0.082	-0.8
CCNC(=O)NC(=O)C(C)OC(=O)c1oc2ccc(OC)cc2c1C (configuration not stated)	11	-21	1.9	-125	-0.2	-4	nt	1.3	-0.6
CC(=O)N1N=C(c2ccncc2)OC1(Cc1ccccc1)Cc1ccccc1	0	-1	-0.4	-144	-0.6	1	-11	-0.68	-1.8

EBV gp42 inh: entries above that show a hit
smiles | eIF4E-4G inh | EBV gp42 inh | m-calpain inh | Rad51 HR inh | KCC2 mod | PERK inh
CC(C)(CCl)C(=O)Nc1ccc(OC(F)(F)F)cc1 | -3 | 61* | -12 | 3 | 0.78 | 1.2

More structures
SMILES	eIF4E-4G inh	EBV gp42 inh	TNF death inh	m-calpain inh	zVAD death inh	Rad51 HR inh	Mdm2 ligase inh	KCC2 mod	PERK inh
N#CCc1c(C#N)c(N)nc(N2CCCC(O)C2)c1C#N (configuration not stated)	2	-7	-1.4	-73	1.3	-1	-13	0.63	0.3
O=C(N/N=C\c1ccc(Cl)cc1)C1=NOC2COC3(CCN(c4ccc([N+](=O)[O-])cc4)CC3)OCC12 (configuration not stated)	-6	-17	-13	-24	-0.5	-6	nt	nt	-0.4
CN(Cc1ccccc1)C(=O)COC(=O)c1ccc(Cl)cc1N	5	-2	0.5	-122	-0.4	2	0	-2	1.1
N#Cc1c(NC(=O)CSc2nnnn2C2CCCC2)sc2c1CCCC2	-5[fluorescence artefact?]	-6	6.4	-31	0.7	-4	0	0.2	0.8
Cc1cc(C(=O)CSc2nncs2)c(C)n1-c1c(C)n(C)n(-c2ccccc2)c1=O	-1	-24	-1.8	3	0.1	-13	-4	-0.03	0.2
